Source: PubChem (several laboratories)
Mtb RmlCD inh – blocks M. tuberculosis RmlC and RmlD coupled enzymes | P9WH09+P9WH11 | RmlC+RmlD coupled enzyme assay, percent inhibition; primary screen in compound mixtures | inhibition, % at 3.6 µM | 0.03% of 160,000 active; in the data active = inhibition mostly above about 34%, no sharp cut-off; inconclusive = no clear call, values can overlap the other calls; inactive = mostly below about 22%; note: some results filed as inactive read as strong as hits
Target sequence (P9WH09 whole entry, looked up): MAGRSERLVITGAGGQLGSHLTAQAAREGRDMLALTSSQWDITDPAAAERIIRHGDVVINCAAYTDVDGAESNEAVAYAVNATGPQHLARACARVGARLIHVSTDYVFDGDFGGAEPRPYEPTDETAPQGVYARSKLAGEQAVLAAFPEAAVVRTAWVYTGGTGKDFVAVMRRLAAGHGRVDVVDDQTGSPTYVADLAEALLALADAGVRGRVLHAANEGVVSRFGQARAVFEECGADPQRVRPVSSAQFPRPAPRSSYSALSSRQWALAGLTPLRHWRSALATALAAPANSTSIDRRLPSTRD
Target sequence (P9WH11 whole entry, looked up): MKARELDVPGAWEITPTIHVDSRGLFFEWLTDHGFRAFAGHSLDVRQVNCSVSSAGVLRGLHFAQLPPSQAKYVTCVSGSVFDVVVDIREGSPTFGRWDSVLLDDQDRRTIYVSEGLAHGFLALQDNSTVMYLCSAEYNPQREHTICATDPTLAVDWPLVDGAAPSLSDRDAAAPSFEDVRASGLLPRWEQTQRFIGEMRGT
M. tuberculosis GlmU – inhibition of mycobacterial GlmU enzyme – biochemical, glucosamine-1-phosphate acetyltransferase (AID 1376); M. tuberculosis GlmU acetyltransferase enzyme assay; higher % means a stronger effect; inhibition, %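 (tested at 30 µM in the primary screen)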; hits with a dose series show IC50 in µM; 0.25% of 220,000 active; in the data active = inhibition above about 13%; inconclusive = no clear call, values can overlap the other calls;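 note: 0% = complete reaction with vehicle and 100% = reaction without substrate; strong numbers were not always called active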
* hit, by the source's call; ? = inconclusive; · = not tested or not shown. Some of the compounds tested (hit frequency here may not be typical).

| compound | Mtb RmlCD inh | M. tuberculosis GlmU |
| --- | --- | --- |
| CCOC(=O)Cn1c(C(C)=O)nc2ccccc21 | -6 | 1.1% |
| COc1ccccc1Nc1ccc(S(=O)(=O)N2CCCCC2)cc1[N+](=O)[O-] | 1 | -4.1% |
| CCN(CC)C(=O)c1ccc2c(=O)n(CCOC)c(=S)[nH]c2c1 | · | 4.4% |
| c1ccc2c(c1)[nH]c1cnccc12 | · | 4.9% |
| COc1ccc(NCc2nnc(SCC(=O)Nc3cc(C(F)(F)F)ccc3Cl)o2)cc1 | -5 | 0.2% |
| O=C(CCc1ccc(S(=O)(=O)N2CCOCC2)cc1)N/N=C/c1ccc(O)c(O)c1O | 0 | -2.2% |
| O=C(NC1CCCC1)C(c1ccsc1)N(Cc1ccccc1)C(=O)Cc1cccs1 (stereo unspecified) | ? | · |
| COc1cccc(C(=O)NC2CC3CCCC(C2)N3CC(=O)Nc2ccc(N(C)C)cc2)c1 (stereo unspecified) | · | 5.3% |
| COc1ccc([C@@H]2C(C#N)=C(N)S[C@@H](c3ccccc3)[C@@H]2[N+](=O)[O-])cc1 | -8 | 1.1% |
| COC(=O)CNC(=O)COC(=O)c1cc(Cl)cc(Cl)c1N | 7 | 8.2% |
| O=C(NCCN1CCN(c2ccccc2F)CC1)C1c2ccccc2C(=O)N2CCc3ccccc3C12 (stereo unspecified) | 5 | -3.9% |
| CC1CCN(C(=O)CNC(=O)Cn2ccc3ccccc3c2=O)CC1 | 6 | -3.5% |
| CCN(CC)S(=O)(=O)c1cc(C(=O)Nc2ccccc2C(=O)O)ccc1OC | · | -11% |
| O=c1cccc2n1CC1CC2CN(Cc2c(Cl)cccc2Cl)C1 (stereo unspecified) | 12 | 3.2% |
| CC(/C=C/c1ccc2c(c1)OCO2)=N/NC(=O)c1ccc(C)nc1 | -4 | -1.3% |

Reprinted from the part before: 4 compounds, then new ones.
| compound | Mtb RmlCD inh | M. tuberculosis GlmU |
| --- | --- | --- |
| CC1CCN(C(=O)CNC(=O)Cn2ccc3ccccc3c2=O)CC1 | 6 | -3.5% |
| CCN(CC)S(=O)(=O)c1cc(C(=O)Nc2ccccc2C(=O)O)ccc1OC | · | -11% |
| O=c1cccc2n1CC1CC2CN(Cc2c(Cl)cccc2Cl)C1 (stereo unspecified) | 12 | 3.2% |
| CC(/C=C/c1ccc2c(c1)OCO2)=N/NC(=O)c1ccc(C)nc1 | -4 | -1.3% |
| CCOC(=O)CCSc1nc(C)cc(C(F)(F)F)c1C#N | · | 3.4% |
| CCCOc1ccc(C(C)=O)cc1CSc1nc(O)cc(=O)[nH]1 | · | -1.1% |
| COc1cccc(N2CCN(C(=O)CCCCCNc3nc(=S)[nH]c4ccccc34)CC2)c1 | · | 6.8% |
| CN1CC(=O)N/C1=N\C(=O)Nc1ccc2c(c1)N(C)C(=O)CS2 | 5 | 5.1% |
| Cc1cccc(NC(=O)COC(=O)c2cc3ccccc3oc2=O)c1 | 1 | 3.2% |
| Cc1cccc2c1NC(=O)C21N2CCCC2C(C(=O)c2ccc3ccccc3c2)C12C(=O)Nc1ccccc12 (stereo unspecified) | · | 1.1% |
| COc1ccc(CNC(=O)NS(=O)(=O)c2ccc(C)cc2)cc1 | · | -8.4% |
| CCC(C)(C)NC(=O)c1ccc(Sc2nncn2C)c([N+](=O)[O-])c1 | 10 | 5.2% |
| C=CCn1c(C)c(C(C)=O)c(N2CCCC2)nc1=S | 6 | 7.8% |
| COC(=O)c1[nH]c(C)c(/C(O)=C2\C(=O)C(=O)N(CCN(C)C)C2c2ccc(C)o2)c1C (stereo unspecified) | 8 | -0.2% |
| CCOc1ccc(C)cc1S(=O)(=O)Nc1cccnc1 | · | -2.6% |
| CC1=CC(=C(C#N)c2nc3ccccc3s2)C=C(C)N1Cc1ccco1 | · | 6.8% |
| CS(=O)(=O)NCCSCc1ccc(Cl)cc1 | · | 18% |
| CCN(C(=O)c1cc2c(=O)[nH]c3ccc(C)cc3c2s1)c1ccccc1C | -16 | 3.6% |
| COc1ccccc1NC(=O)CSc1nnnn1-c1ccc(C(=O)O)cc1 | 3 | -3.1% |
| COc1ccc(-c2nsc(C(=O)N(c3ccc(F)cc3)C(C(=O)NC3CCCC3)c3ccc(OC)cc3)c2N)cc1 (stereo unspecified) | 6 | -0.9% |
| CC(C)(C)c1ccc(COC(=O)CNC(=O)CNC(=O)Cc2ccccc2)cc1 | · | 3.8% |
| O=C(COC(=O)CCCNC(=O)c1ccc(Cl)cc1)NCc1ccccc1Cl | -3 | · |
| CC(C)c1nnc(NC(=O)c2cccnc2)s1 | -6 | -1.0% |
| CC(=O)c1cc(-c2ccccc2)n(CC(=O)NCc2cccs2)c1C | 16 | -2.9% |
| Cc1cc(NS(=O)(=O)c2ccccc2)c([N+](=O)[O-])cc1C | -6 | 0.3% |
| Cc1ccccc1/C=N/N1CCN(c2ccccc2)CC1 | 2 | 5.9% |
| CCOC(=O)N1CCN(C(=O)c2ccccc2NC(=O)c2ccc(OC)cc2)CC1 | 8 | -1.5% |
| Cc1ccc(NC(=S)Nc2ccc(S(=O)(=O)Nc3ncccn3)cc2)cc1Cl | 6 | 4.3% |
| O=C(c1ccc(=O)oc1)N1CCCc2ccccc21 | · | 4.0% |
| CCc1cccc(CC)c1C(O)c1cccnc1 (stereo unspecified) | -7 | -4.8% |
| CC(=O)Nc1ccc(C(=O)CSc2nnc(C)o2)cc1 | 4 | -4.8% |
| O=C(O)c1cccc(CN2C(=O)S/C(=C/c3cccc([N+](=O)[O-])c3)C2=O)c1 | 0 | 0.3% |
| Cc1ccccc1NC(=O)CSc1nnc(Cc2cccn2C)n1-c1ccc(F)cc1 | · | 1.1% |
| COc1ccccc1NCC(=O)N/N=C/C=C/c1ccccc1 | -13 | -0.1% |
| C=CCn1c(SCC(=O)Nc2ccccc2-c2ccccc2)nc2cc(C(=O)O)ccc2c1=O | 9 | 0.9% |
| CC(C)(C)c1ccc(S(=O)(=O)N2CC3CC(C2)c2cccc(=O)n2C3)cc1 (stereo unspecified) | 18 | 3.0% |
| Fc1ccc(N2CCN(Cc3ccc4c(c3)OCO4)CC2)cc1 | 3 | -0.5% |
| N#C/C(=C(/O)C(Cl)c1ccccc1)c1nc2ccccc2s1 (stereo unspecified) | · | 1.7% |
| O=C(O)c1ccc(-c2noc(-c3ccccc3C(F)(F)F)n2)cc1 | · | 3.0% |
| Cc1nc(NC(=O)CC(C)C)sc1-c1csc(Nc2ccc(Cl)cc2Cl)n1 | 37 | 4.1% |
| CCOC(=O)C1=C2SCC(=O)N2C(N)=C(C#N)C1 | -4 | -6.0% |
| CCc1ccccc1N1CSC2=C(C#N)C(c3cc(OC)c(OC)cc3OC)CC(=O)N2C1 (stereo unspecified) | · | 7.5% |
| CC(C)Cn1c(N)c(C(=O)CSc2nnnn2-c2ccc(Cl)cc2)c(=O)n(C)c1=O | · | 3.4% |
| COc1ccccc1NC(=O)c1cccc(NC(=O)c2ccco2)c1 | 4 | 1.3% |
| COc1cccc(/C=N/n2c(N)c(S(=O)(=O)c3cccs3)c3nc4ccccc4nc32)c1OC | · | 1.5% |
| COc1cc(CC(=O)OC2CCOC2=O)cc(OC)c1OC (stereo unspecified) | · | 4.0% |
| O=C(Cc1ccc(F)cc1)OCn1nnc2ccccc2c1=O | 4 | -5.3% |
| O=c1cc(N2CCc3ccccc3C2)[nH]c(=O)n1-c1ccc(Cl)cc1 | 7 | 3.4% |
| Cc1ccc(NC(=S)Nc2ccccn2)cc1C | 12 | 2.2% |
| O=C1CC(N2CCN(c3ccc(S(=O)(=O)N4CCOCC4)cc3)CC2)C(=O)N1Cc1ccccc1 (stereo unspecified) | 9 | -4.4% |
| COc1ccc(CNC(=O)CCCNS(=O)(=O)c2cccc3nonc23)cc1 | -4 | 2.4% |
| CC(C)(C#CCN1CCCCC1)OCCOC(c1ccccc1)c1ccccc1 | 6 | 5.7% |
| Nc1nnnn1/N=C/C(Br)=C/c1ccccc1 | 0 | -3.8% |
| CCC1=[N+](C)c2cccc3cccc(c23)N1C | -1 | -3.8% |
| Cc1ccc(-c2cc(C(=O)NCCN3CCOCC3)no2)cc1 | · | -2.9% |
| Cc1cc(C)cc(-n2ccnc2SCC(=O)Nc2nccs2)c1 | · | 0.6% |
| CC1CCc2nc(NC(=O)c3ccco3)sc2C1 (stereo unspecified) | · | 1.9% |
| CC(NC(=O)C12CC3(C)CC(C)(CC(C)(C3)C1)C2)C(=O)O (stereo unspecified) | 11 | 0.6% |
| O=C1Cc2ccccc2C(=O)N1OCc1ccc(Cl)cc1 | 12 | 3.7% |
| CCOC(=O)c1[nH]c(C)c(C(=O)Nc2ccc(C)cc2C)c1C | -5 | 4.0% |
| CCC1=C(OC(=O)N(CC)CC)N2C(=O)OC(=NCCc3c[nH]c4ccccc34)[C@]2(Cc2ccccc2)[C@H]2C1=CC[C@H]1C(=O)N(c3ccccc3)C(=O)[C@H]12 | · | 1.2% |
| CCOc1ccc(C(=O)N2CCCC2)cc1OC | -1 | 4.2% |
| COc1ccc(NC(=O)c2cc3sccc3n2Cc2ccc(F)cc2)cc1OC | -15 | -1.0% |
| COCCn1cc(C(=O)N2CCC(C)CC2)c2c3ccccc3n(C)c2c1=O | -1 | -0.5% |

Next compounds follow.
| compound | Mtb RmlCD inh | M. tuberculosis GlmU |
| --- | --- | --- |
| O=C(CNC(=O)c1ccco1)OCc1ccc(C(=O)Oc2ccccc2)cc1 | 1 | -2.3% |
| Cc1cccc(NC(=O)C(C)N2C(=O)C3C4CC(C(Br)C4Br)C3C2=O)c1 (stereo unspecified) | 8 | 5.0% |
| CCC(C)NC(=O)c1cc(Sc2nnc(C)s2)nc2ccccc12 (stereo unspecified) | 2 | -1.4% |
| CC(=O)OC1CC(C)(C)N(OC(=O)c2ccccc2)C(C)(C)C1 | · | -4.4% |
| Cc1ccc(SCc2nc3ccccc3[nH]2)cc1 | 3 | 1.6% |
| Cc1cc(C2=NNC(=NC3CC3)SC2)c(C)n1Cc1ccco1 | -6 | 2.2% |
| C=C1N(c2ccccc2)C(=O)OC1(C)C | -9 | -1.2% |
| COCCN(CCOC)C(=O)c1ccc(SCc2ccc(C)cc2)c([N+](=O)[O-])c1 | 5 | 3.9% |
| CN(C)/C=N/c1cc(=O)n(C)c(=O)n1Cc1ccccc1 | · | -0.1% |
| COc1ccc(C(CC(=O)O)NS(=O)(=O)c2ccc(C)cc2)cc1 (stereo unspecified) | 40 | 1.3% |
| C=C(c1ccc(O)cc1)c1ccc(O)cc1 | 0 | 3.3% |
| O=C(CN1C(=O)NC2(CCCCCC2)C1=O)Nc1ccc(S(=O)(=O)N2CCOCC2)cc1 | 13 | -1.6% |
| Cc1ccccc1NC(=O)CSC(N)=O | 2 | 0.5% |
| Brc1ccc(-c2cn3cccnc3n2)cc1 | 7 | 7.5% |
| C/C(=N\N=c1/sc2ccccc2n1C)c1ccc(N2CCOCC2)cc1 | -12 | 3.8% |
| COc1cc(C(=O)NCc2ccc(C)cc2)ccc1OC(F)F | 8 | -6.3% |
| CNc1cc(-n2nc(C)cc2-c2ccccc2)ncn1 | · | 4.5% |
| CCCN1CCN(C(=S)Nc2sc(CC)cc2C(=O)OC)CC1 | · | 0.2% |
| COc1ccc(OC)c(Cc2nnc(CCC(=O)NC3CCCC3)o2)c1 | · | -1.5% |
| COc1ccccc1NC(=O)c1nn(-c2ccc(OC(F)(F)F)cc2)ccc1=O | -3 | -0.3% |
| CCOc1ccccc1CN(Cc1ccco1)S(=O)(=O)c1ccc(-n2cnnn2)c(OC)c1 | · | 7.4% |
| Cc1nn(C)cc1CNC(=O)Nc1ccc(Cl)cc1 | · | -1.9% |
| Cn1cccc1/C=N/NC(=O)Cc1ccccc1 | · | -0.1% |
| Cc1ccc(C(=O)N/C(=C\c2ccco2)C(=O)N2CCSCC2)cc1C | 10 | -0.7% |
| OC[C@@H]1CCCN1Cc1cn(-c2ccccc2)nc1-c1ccc2c(c1)OCO2 | 3 | -2.6% |
| O=C(NCc1cccs1)c1cc(-c2ccccn2)nc2ccc(Br)cc12 | -4 | -7.6% |
| OCCCCNCc1ccc(OCc2ccc(Cl)cc2)cc1 | -2 | -5.6% |
| CSc1ccccc1NC(=O)COC(=O)c1ccccc1Cc1ccccc1 | -8 | -5.1% |
| Cc1cc(NC(=O)CN2CCCCC2)n(-c2ccccc2)n1 | 13 | 4.8% |
| COc1ccc(NC(c2ccccc2)P(=O)(Oc2ccccc2)Oc2ccccc2)cc1 (stereo unspecified) | -8 | 0.6% |

Profiles, looked up by structure. Values in the order: Mtb RmlCD inh, M. tuberculosis GlmU
Cn1cccc1/C=N/NC(=O)Cc1ccccc1 as listed: ·, -0.1%
O=C(NCc1cccs1)c1cc(-c2ccccn2)nc2ccc(Br)cc12 as listed: -4, -7.6%
COc1ccc(NC(c2ccccc2)P(=O)(Oc2ccccc2)Oc2ccccc2)cc1 (stereo unspecified) as listed: -8, 0.6%

The list goes on:
| compound | Mtb RmlCD inh | M. tuberculosis GlmU |
| --- | --- | --- |
| O=C(C1CC1)N1CCc2cc(Br)cc(S(=O)(=O)NCC3COc4ccccc4O3)c21 (stereo unspecified) | 11 | -2.1% |
| CCOC(=O)c1cc(C#N)c(N2CCN(C)CC2)nc1-c1ccccc1 | · | -0.6% |
| COc1ccc(C(=O)O)cc1S(=O)(=O)NCCc1ccccn1 | · | -3.7% |
| c1ccc(CN2CCN(c3nc4ccccc4n4cnnc34)CC2)cc1 | -4 | -5.1% |
| OCCN=Cc1c(O)[nH]c2ccccc12 | 3 | 1.5% |
| CN=C(NC1CCCCC1)c1ccc(Cl)cc1 | · | 4.9% |
| COc1ccc(Cl)cc1NC(=O)CCc1nc(-c2ccccc2F)no1 | 11 | 8.7% |
| CCCCOc1ccc(C(=O)Nc2ccc(SC(F)F)cc2)cc1OC | -4 | 1.4% |
